AI-2 QS modul = modulates the Vibrio harveyi AI-2 quorum sensing system | 0.4% of 300,000 active | activity change, % at 7.5 µM | AID 2094 | Vibrio harveyi JMH597 AI-2 luminescence/OD600 ratio, 9 h; active compounds read low; strain lacks LuxN and CqsS sensors; 0 = neutral-control median; in the data active = activity change below about -75%, passing the limit was not always enough;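 note: luminescence divided by OD600 gain over 9 h not by final OD600 alone; inactives centre near 13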
KLF5 inhibitor = suppresses KLF5 promoter-driven expression | DLD-1 KLF5 promoter-luciferase reporter, luminescence | inhibition, % at 5 µM | 0.23% of 290,000 active | AID 1700;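 active = inhibition above a per-plate limit of that plate's mean compound inhibition plus 3 SD, cut at about 60% in these data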;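 note: 0% = DMSO wells and 100% = LY294002 at 200 µM; higher means less KLF5 promoter-driven luciferase light; inactives centre near -14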
HSF-1 act = increases HSF-1 driven luciferase reporter signal; NIH3T3-HGL HSF-1 luciferase reporter, MG132, 8 h; 100% = twice DMSO control signal; activation, % at 9 µM; 1.7% of 300,000 active; AID 504408;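 active = mean replicate activation of at least 50% with a set share of replicates each reaching 50%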;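 note: 0% = median of the neutral control wells and 100% = twice that signal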
HDAC3 inhib = human HDAC3 inhibition; inhibition, % at 8.3 µM; AID 2718; 0.15% of 320,000 active; recombinant HDAC3, fluorogenic peptide/trypsin coupled, fluorescence; in the data active = inhibition above about 26%, passing the limit was not always enough
Target sequence (O15379 whole entry, looked up): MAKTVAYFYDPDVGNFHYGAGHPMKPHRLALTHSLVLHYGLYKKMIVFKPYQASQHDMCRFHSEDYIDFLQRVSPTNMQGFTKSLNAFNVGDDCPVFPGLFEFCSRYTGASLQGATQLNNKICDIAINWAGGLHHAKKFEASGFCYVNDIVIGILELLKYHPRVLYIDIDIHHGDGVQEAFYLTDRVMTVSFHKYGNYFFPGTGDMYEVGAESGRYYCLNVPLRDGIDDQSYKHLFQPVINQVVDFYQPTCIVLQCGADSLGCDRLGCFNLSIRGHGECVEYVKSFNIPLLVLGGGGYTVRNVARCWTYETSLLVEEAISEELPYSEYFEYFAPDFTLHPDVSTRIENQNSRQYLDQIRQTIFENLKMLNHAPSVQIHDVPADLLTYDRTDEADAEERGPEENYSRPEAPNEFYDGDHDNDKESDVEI
HSF1 inhib = HSF1 inhibition; 0.77% of 300,000 active; AID 2098; activity change, negative = inhibition, % at 7.5 µM (by protocol); NIH3T3-HGL HSE-luciferase, MG132-induced, luminescence 8 h; active compounds read low;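 active = more than half of replicate wells show activity change below -50%, luminescence cut by over half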;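 note: luciferase reports HSF-1 transcriptional activity via heat shock element; 0% = median of DMSO wells and -100% = zero luminescence signal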
aSyn UTR inh = MLPCN primary screen, SNCA 5' untranslated region; alpha-synuclein 5'UTR reporter, inhibitor activity; inhibition, % (tested at 7.5 µM); 0.82% of 300,000 active; AID 1813; in the data active = inhibition above about 60%;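 note: H4 neuroglioblastoma cells stably carrying SNCA 5'UTR luciferase fusion; 0% = DMSO wells and 100% = positive control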
Platelet DG rel = platelet dense granule release activity; human platelet-rich plasma, SFLLRN dense granule ATP release, luminescence; inhibition, %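 (compounds screened at 7.5 µM in platelet-rich plasma)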; 0.22% of 300,000 active; AID 1663;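 active = mean replicate score, as percent of positive control, at or above 50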
IEC-6 tox = counter-screen for KLF5 inhibitors: cytotoxicity in IEC-6 cells; IEC-6 cytotoxicity, luminescence viability; inhibition, % at 5 µM; 0.78% of 290,000 active; in the data active = inhibition above about 22%;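 note: 0% = plate median of test compound wells and 100% = cytotoxic reference compound wells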
HSP90 inh = inhibitors of HSP90 luciferase refolding in rabbit reticulocyte lysate | inhibition, % at 5.6 µM | AID 1789 | luciferase refolding luminescence, 3 h | 0.91% of 290,000 active;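 active = inhibition above the screen-wide mean plus 3 SD, computed separately per campaign, cut at about 16% in these data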;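 note: 0% = DMSO wells and 100% = 60 µM geldanamycin wells; inhibitors lower the luminescence because luciferase stays unfolded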
HIF activator = HIF pathway transcriptional activation | 0.32% of 300,000 active | activation, % at 7.5 µM (by protocol) | U2OS HRE-luciferase reporter, luminescence; normalized: DMSO 0%, desferrioxamine 100%;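 active = mean activation of at least 10% of the iron chelator positive control signal, with at least half of replicates also reaching 10%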
An asterisk follows results filed as active; / = no result given.

SMILES	KLF5 inhibitor	IEC-6 tox	HSF1 inhib	Platelet DG rel	AI-2 QS modul	HIF activator	HSP90 inh	aSyn UTR inh	HSF-1 act	HDAC3 inhib
COc1ccccc1NC(=S)N(Cc1ccco1)Cc1cc2ccc(C)c(C)c2[nH]c1=O	45	78*	14	24	22	-1.0	-1	34	27	3
CCOC(=O)c1nc(NCc2cccc(OC)c2)c2ccccc2n1	3	2	4	6	29	-0.3	-1	25	9	2
O=C(CCc1ccccc1)Nc1nncs1	-2	1	-4	59*	30	-0.2	1	-11	-10	6
CCOc1ccc(CN2CCN(Cc3cccc4nonc34)CC2CCO)cc1 (centres undefined)	-17	0	-7	7	4	0.1	2	5	-10	1
CCC(=O)Nc1nc2ccc(S(C)(=O)=O)cc2s1	-6	-1	3	-2	33	0.7	-4	-3	17	2
Cc1ccnc(NC(=O)c2sc3ccccc3c2Cl)c1	-122	1	-26	24	11	-0.1	-2	78*	-9	-2
CCc1nnc(NC(=O)CCC(=O)N2CCN(C3c4ccccc4-c4ccccc43)CC2)s1	-25	5	-2	-5	16	0.8	-5	-7	5	10
CCC(C)NC(=O)C1CCN(C(=O)COc2ccc3c4c(c(=O)oc3c2C)CCCC4)CC1 (centres undefined)	-6	3	-8	-10	34	-0.1	-1	-7	0	-1
O=C(CSc1nnc(NC(=O)c2ccco2)s1)Nc1ccc2c(c1)OCCO2	-45	-1	2	-3	23	-0.6	-1	-19	-6	1
O=C1Nc2ccc(S(=O)(=O)NCc3ccccn3)c3cccc1c23	-15	-6	-2	9	34	2.3	-2	9	0	/
O=C(Nc1sc2c(c1C(=O)O)CCC2)C(=O)N1CCOCC1	-7	2	-18	-7	16	-0.6	8	-1	-23	-2
C=CCNC(=O)c1onc(CSc2cccc3ccccc23)c1C(=O)O	-25	-3	-3	-2	14	0.6	-8	8	-13	-10
COc1ccc(OC)c(CCNC(=O)CS(=O)(=O)Cc2nc(-c3ccccc3C)oc2C)c1	4	0	2	1	5	0.1	1	21	16	3
Cc1cc(O)c(/C=N/Nc2cccc(Cl)c2)c(=O)o1	-31	-8	1	-2	21	-0.4	-1	23	-2	/
CCOc1cc(/C=N/NC(=O)CSc2cccc3cccnc23)ccc1O	-19	-4	1	-14	16	-0.7	0	11	-8	3
COc1ccccc1N1CCN(S(=O)(=O)CCNC(=O)c2ccc(Br)o2)CC1	-16	2	-12	-36	34	0.3	-1	37	-12	0
COc1ccc(-c2noc(C3CCCN(C(=O)c4ccccc4OC)C3)n2)cc1OC (centres undefined)	-42	-3	2	0	23	0.2	2	-10	20	-2
COc1cc(OC)cc(C(=O)NNC(=O)Cc2ccc(OC)c(S(=O)(=O)N3CCOCC3)c2)c1	-32	-4	-5	-14	40	0.2	-4	20	6	/
CC(C)(C)c1ccc(C(=O)NCCOc2ccccc2)cc1	28	-8	-68*	2	-3	-4.4	49*	22	-68	4
COC/C=C/C1=CC2=CC(=O)C(C)(OC(=O)c3cnc4ccccc4n3)C(=O)C2=CO1 (centres undefined)	/	/	-3	4	45	-0.3	/	10	-13	6
O=C(CCNS(=O)(=O)c1cccc2nonc12)NCCc1ccc(Cl)cc1	-10	-6	4	2	10	0.7	1	-28	-5	-1
CCOC(=O)c1ccc(CSc2nncn2N)o1	-14	-2	-1	0	9	0.2	-2	-7	-9	3
CCSC(=Nc1ccccc1)C1=C(O)COC1=O	4	-7	-2	/	8	-1.8	3	-20	-3	0
Cc1noc(NS(=O)(=O)c2ccc(NC(=O)CC(C)C)cc2)c1C	-13	-6	1	2	29	-24	-4	-6	16	-1
O=[N+]([O-])c1ccc(S(=O)(=O)N2CCN(c3ccc(N4CCOCC4)nn3)CC2)cc1	/	/	-3	1	8	-1.6	/	5	-16	0

Continuation.
SMILES	KLF5 inhibitor	IEC-6 tox	HSF1 inhib	Platelet DG rel	AI-2 QS modul	HIF activator	HSP90 inh	aSyn UTR inh	HSF-1 act	HDAC3 inhib
O=C(NCCCN1CCOCC1)c1cn(-c2ccccc2)nc1-c1cccs1	-15	-2	-2	-32	8	0.0	2	-5	0	2
Oc1ccc(/C=C/c2ccnc3ccccc23)cc1	-65	9	68	3	-17	3.1	2	-112	69*	-8
Nc1nc2n(n1)C(c1cccs1)CC(c1ccccc1)N2 (centres undefined)	-25	4	-2	3	26	-0.7	2	6	-2	-7
Cc1onc(-c2ccc(Cl)cc2Cl)c1-c1csc(COc2ccccc2)n1	4	3	/	/	12	/	3	/	/	-3
NNC(=O)c1csc(COc2cc(Cl)cc(Cl)c2)n1	-18	5	3	1	5	2.8	4	-18	-3	-19
CC(C)(C(=O)N[C@H](CO)c1ccccc1)C(=O)N[C@H](CO)c1ccccc1	-18	-1	-1	1	6	-0.5	-3	2	17	1
CCOC(CCNC(=O)c1cn(C)c(=O)c2c1c1ccccc1n2C)OCC	-25	3	-3	0	23	1.2	-3	-12	-2	-4
COc1ccc(C2C(C(=O)Nc3ccccc3)=C(C)N=C3SCC(=O)N32)cc1 (centres undefined)	2	1	7	-1	24	1.9	3	5	5	2
COc1cccc(CC(NC(C)=O)C(=O)NC2CCN(S(=O)(=O)c3ccc(C)cc3)CC2)c1OC (centres undefined)	-31	-2	-8	-2	5	0.0	0	22	-15	-18
CCCCCCCCCC(=O)N1CCN(c2cc3c(cc2F)c(=O)c(C(=O)O)cn3CC)CC1	-25	2	0	-5	10	1.4	-3	0	25	-1
NC(N)=N/N=C/c1ccc(OCc2ccccc2Cl)cc1	18	9	6	-4	10	-0.3	6	-54	23	11
O=C(N/N=C\c1cc2c(cc1Cl)OCO2)c1ccc(Br)s1	-35	0	-4	-4	16	-0.1	-9	22	-5	-2
C/C(=C1/SC(N2CC(C)OC(C)C2)=NC1=O)c1ccccc1 (centres undefined)	-27	0	-2	-4	8	-0.2	2	-2	11	-7
COc1ccc(NC(=O)CC2C(=O)NCCN2C(=O)Nc2ccc(C(F)(F)F)cc2)cc1 (centres undefined)	-17	-8	0	-10	3	-0.4	-5	1	1	15
COc1ccc(NS(=O)(=O)c2cccc(C(=O)NCc3ccco3)c2)cc1	/	/	-1	-13	39	0.0	/	4	-6	-7
C=CCOc1c(Br)cc(/C=N/NC(N)=O)cc1OC	19	0	-10	-13	29	2.8	1	42	2	3
CC(=O)Nc1ccc(-c2nnc(SCC(=O)Nc3ccc4c(c3)oc3ccccc34)n2C)cc1	-10	10	17	-4	7	4.0	2	-92	28	-1
COc1cccc(OCCOCCNCCO)c1	-26	3	0	11	16	-1.0	-1	-5	3	-5
COC(=O)C1CCN(C(c2ccc(OC)c(OC)c2)c2sc3nc(C)nn3c2O)CC1 (centres undefined)	/	/	-6	20	9	-0.2	/	10	11	/
Cc1c(C(=O)Nc2ccccn2)oc2ccc(Br)cc12	/	/	21	11	32	2.6	/	-122	36	1
CC1=C(C(=O)Nc2ccccn2)C(c2ccc(Br)cc2)NC(=S)N1 (centres undefined)	-34	-2	31	-5	-4	3.7	-2	-106	39	5
Cc1ccc(CCNC(=O)Cn2cccc2)cc1	-11	-6	25	-4	33	-0.1	-1	-12	52*	-1
N#CCCN1CCNCC1	3	-1	-1	-4	7	0.1	-3	10	34	3
CC(=O)NNC(=O)CCn1nnc(-c2ccc(Cl)cc2)n1	-29	-7	0	-2	9	-0.6	3	-2	6	-8
CCN(CC(=O)Nc1c(F)cccc1F)C(=O)c1n[nH]c2ccccc12	10	4	-12	-8	16	-0.3	3	-3	-31	-3

Molecules above that have two or more sulfur atoms, in the order listed:
SMILES	KLF5 inhibitor	IEC-6 tox	HSF1 inhib	Platelet DG rel	AI-2 QS modul	HIF activator	HSP90 inh	aSyn UTR inh	HSF-1 act	HDAC3 inhib
CCC(=O)Nc1nc2ccc(S(C)(=O)=O)cc2s1	-6	-1	3	-2	33	0.7	-4	-3	17	2
O=C(CSc1nnc(NC(=O)c2ccco2)s1)Nc1ccc2c(c1)OCCO2	-45	-1	2	-3	23	-0.6	-1	-19	-6	1

Next part:
SMILES	KLF5 inhibitor	IEC-6 tox	HSF1 inhib	Platelet DG rel	AI-2 QS modul	HIF activator	HSP90 inh	aSyn UTR inh	HSF-1 act	HDAC3 inhib
COc1ccccc1NC(=S)N1CCN(C(c2ccccc2)c2ccccc2)CC1	-46	-3	-9	-4	36	0.2	5	6	8	8
CCC(Sc1nc2ccncc2[nH]1)C(=O)Nc1cc(Cl)ccc1C (centres undefined)	-20	7	-13	8	-2	-0.2	3	-33	0	7
CC(=O)Nc1ccc(NC(=O)COC(=O)C2c3ccccc3Oc3ccccc32)cc1	-3	-3	1	-3	13	-0.1	-2	-4	-3	/
CCc1ccc(/C=C2\C(=N)N3N=C(CC(=O)N4CCCCC4)SC3=NC2=O)cc1	-23	8	-1	3	-11	-0.8	0	5	-4	-1
CCc1ccc(-c2ccc3nnc(SC)n3n2)cc1	-35	19	8	5	20	1.5	-4	-30	7	3
Cn1c(=O)n(CCCOc2ccc(Cl)cc2)c2ccccc21	4	10	15	2	-1	0.3	2	-30	29	6
O=c1c2ccccc2ncn1CCCSc1ccc(Cl)cc1	-30	4	17	1	-1	-0.1	-3	5	0	8
CCCOC(=O)/C=C/c1c(C)[nH]c(=O)[nH]c1=O	7	-1	7	-1	26	0.6	-3	17	11	1
COCc1c(C(=O)Nc2nc(C)cs2)oc2ccccc12	-5	12	4	0	10	1.4	1	-88	8	-4
CN(C(=O)COC(=O)/C=C/c1ccc(C(F)(F)F)cc1)c1c(N)n(Cc2ccccc2)c(=O)[nH]c1=O	/	/	-4	12	2	-0.5	/	1	-5	1
COc1ccc(OC)c(C2C(C(C)=O)=C(O)C(=O)N2c2ccc(F)cc2)c1 (centres undefined)	-11	0	2	2	7	0.3	4	-8	33	8
CCN=C(NS(=O)(=O)c1ccc(Br)cc1)c1ccc(Cl)cc1	12	-4	/	4	-2	/	0	/	/	-6
CCCOc1ccc(N2CC(C(=O)Nc3ncccc3C)CC2=O)cc1 (centres undefined)	-15	0	6	-2	25	-2.5	1	-8	-8	-3
Cc1ccc(C(=O)N/C(=C/c2ccco2)C(=O)NCC2CCCO2)cc1 (centres undefined)	2	2	-6	3	25	-0.2	-3	16	-22	/
O=C(N/N=C/c1ccccc1Cl)c1cccc(F)c1	-163	2	42	-7	8	1.9	-2	-138	73*	-7
NC(=O)C1CCN(C(=O)N2c3ccccc3Sc3ccccc32)CC1	-13	1	1	5	11	-0.4	5	13	-5	3
CC1(C)OC2OC(C(=O)N/N=C/c3ccccc3F)C3OC(C)(C)OC3C2O1 (centres undefined)	-8	0	-3	5	25	-0.1	1	-17	5	-1
CCc1nnc(NC(=O)c2ccc(NC(=O)C(C)C)cc2)s1	-33	1	13	-16	35	1.6	-1	-101	16	0
CCCCc1nc2n[nH]c(N)c2c2c1CCC2	-28	6	/	/	/	/	-1	/	/	-8
COc1ccc(C(=O)Nc2ccc(S(=O)(=O)N3CCCCC3)cc2)cc1	-1	4	-1	-1	34	-1.9	2	45	1	7
CCCSc1nc2c(c(=O)n(C)c(=O)n2C)n1C	-22	-3	-2	-2	12	0.2	0	0	0	7
CN(C)CCNC(=O)COc1ccc(Cl)cc1Cl	-3	-1	-1	3	9	0.0	2	9	-11	5
CN(C(=O)COC(=O)c1cccs1)c1c(N)n(Cc2ccccc2)c(=O)[nH]c1=O	/	/	-5	/	10	-0.2	/	7	-3	-1
COC(=O)CC(CP(=O)(O)CN(C)C=O)C(=O)OC (centres undefined)	-16	-4	-7	-2	24	-0.2	5	17	7	-4
CC(=O)N1CCC2(CC1)C/C(=N\NC(=S)Nc1ccc(C)cc1)c1cc(O)ccc1O2	9	0	-1	-1	-1	-0.9	3	20	6	4
